Compound activity: PubChem, several laboratories
HEK293 NOD2/NF-kB – NOD2 signaling inhibitors, cell-based, luminescence, uHTS, HEK293 (AID 1566) | HEK293 NOD2/NF-kB luciferase reporter, luminescence; higher % means a stronger effect | one-dose inhibition, % at 4 µM; EC50 in µM for titrated hits | 290,000 tested, 0.63% active; in the data active = inhibition above about 50%; also: many of its hits are not listed in these tables
Autophagy HCS – alters autophagy in cells. 190,000 tested, 0.98% active. calls only at 10 µM (by protocol). AID 463193. MEF GFP-LC3 puncta imaging; test concentration mostly 10 µM;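 active = percentage of spot-positive cells more than 3 SD above its plate mean, without a fluorescence outlier flag or 80% toxicity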;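 also: spot-positive cell cutoff set from DMSO-treated cells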
Yfh1-off respiration – enhancers of respiration in Yfh1-depleted yeast, dose response, Friedreich's ataxia, plus single-dose screen (AID 1465); S. cerevisiae Yfh1-off respiration, WST-1 reduction, 72 h; higher fold induction means a stronger effect; fold induction at 50 µM, or EC50 in µM where a hit was titrated; 220,000 tested, 0.074% active;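 active = fold induction of absorbance versus untreated yeast above a set limit, then at least 30% activation at any dose in follow-up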;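 also: activators that raise dye reduction in frataxin-depleted yeast; strong numbers were not always called active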
MT stabilize HCS – microtubule stabilizers in HeLa cells; % tubulin-high responders, % at 10 µM; 200,000 tested, 0.83% active; HeLa tubulin immunostaining HCS, 24 h; share of cells brighter than vehicle mean+2SD;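 active = plate Z-score above 3 for both tubulin-high and condensed-nucleus cell shares, with cell loss under 80%, at 10 µM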;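 also: anti alpha tubulin signal scored within the nucleus-defined area of each cell; some results filed as inactive read as strong as hits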
NOD1 inhibition – NOD1 signaling inhibitors, primary screen, cell-based, luminescence, uHTS (AID 1578); one-dose inhibition, % at 4 µM; EC50 in µM for titrated hits; NOD1-driven NF-kB luciferase reporter cells, luminescence; higher % means a stronger effect; 290,000 tested, 1% active; in the data active = inhibition mostly above about 36%, no sharp cut-off; inactive = mostly below about 34%;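 also: HEK-293T reporter cells stimulated with the NOD1 agonist gamma-tri-DAP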
b-catenin transl – modulators of beta-catenin nuclear translocation. 190,000 tested, 0.3% active. HeLa beta-catenin nuclear translocation, immunofluorescence imaging. nuclear translocation activity, % at 5 µM. AID 1665;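 active = nuclear translocation activity above 50% at 5 µM, with a well cell count of 50 or more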;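 also: per-cell ratio of nuclear to cytoplasmic median beta-catenin stain intensity; plate controls were DMSO negative control for no effect and GSK-3 inhibitor IX positive control for full effect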
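assay system = human HeLa cells, endogenous beta-catenin | times = compound treatment 24 h, 37°C, 5% CO2 | detection = Anti-beta-catenin immunofluorescence on PFA-fixed, Triton-permeabilized cells, DAPI nuclei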
Insulin prom up – MIN6 insulin promoter up-regulation. MIN6 insulin promoter-GFP reporter, high-content imaging; stronger effect = higher value. AID 1625. z-score at 5 µM. 190,000 tested, 0.3% active;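 active = z-score above 3 at 5 µM with at least 500 cells counted in the well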
M17LAP inhibition – P. falciparum M17LAP inhibitors, primary screen, biochemical, fluorogenic H-Leu-NHMec substrate, 1536-well (AID 1619). recombinant M17LAP, H-Leu-NHMec fluorogenic kinetic assay; higher % means a stronger effect. inhibition, % at 30 µM, or IC50 in µM where a hit was titrated. 220,000 tested, 0.38% active;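 active = compound inhibiting the enzyme by more than half at any dose during confirmatory dose-response retesting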;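 also: plate controls were full reaction with DMSO carrier for no effect and no enzyme background for full effect; strong numbers were not always called active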
Dynein transport – dynein cargo transport inhibition | 3617.4 mouse cells, GR-EGFP nuclear translocation imaging; test concentration mostly 20 µM; stimulated with dexamethasone, 1 µM; stronger effect = lower value | z-score, hits read low | 220,000 tested, 0.47% active;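 active = plate z-score of nuclear minus cytoplasmic receptor signal below a set negative limit, without overly bright fluorescence or cell loss, cut at about -3.5 in these data, passing the limit was not always enough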;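 also: z-score of nuclear minus cytoplasmic ring GR-EGFP intensity difference per well; some compounds called inactive have numbers as strong as hits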
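Also added: dexamethasone, 1.0 µM final. Medium: tet-free, stripped-serum medium. Detection: fixed, Hoechst-stained cells imaged at 10x for EGFP. Read-out: nuclear-to-cytoplasmic GR-EGFP distribution per well. Times: induction 48 h, compound 1 h, agonist 30 min.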
Dynein transport cytoplasmic EGFP – further read-out of Dynein transport, marked with its call; z-score; measured here: cytoplasmic GR-EGFP intensity; stronger effect = higher value
Dynein transport nuclear GR-EGFP – second read-out of Dynein transport, no call of its own (marks repeat the call); z-score; measured here: nuclear GR-EGFP intensity;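 lower value marks the stronger effect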
Dynein transport cell count – second read-out of Dynein transport, no call of its own (marks repeat the call); z-score; measured here: cell count per field
Insulin prom up cell count – recorded beside Insulin prom up, whose call it bears; cell count; measured here: cytotoxicity, nuclei count;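 total cells summed across four imaged fields per well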
b-catenin transl cell count 5 µM – recorded beside b-catenin transl, whose call it bears; cell count; measured here: cell count, cytotoxicity flag
MT stabilize HCS Hoechst-high % – second read-out of MT stabilize HCS, no call of its own (marks repeat the call); % Hoechst-high responders; measured here: nuclear condensation Hoechst responders;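 share of cells brighter than vehicle mean plus two SD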
MT stabilize HCS cytotoxicity % – further read-out of MT stabilize HCS, marked with its call; toxicity, %; measured here: cytotoxicity by cell density;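 0% = mean cell density of plate MIN control wells and 100% = no cells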
Autophagy HCS cell loss 18 h – second read-out of Autophagy HCS, no call of its own (marks repeat the call); toxicity, %; measured here: cell loss, nuclei count;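 cell loss after 18 h compound exposure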
An asterisk follows results filed as active; i = inactive; . = no result given. This is a subset, so the mix of outcomes need not match the whole.

SMILES	HEK293 NOD2/NF-kB	Autophagy HCS	Autophagy HCS cell loss 18 h	Yfh1-off respiration	MT stabilize HCS	MT stabilize HCS Hoechst-high %	MT stabilize HCS cytotoxicity %	NOD1 inhibition	b-catenin transl	b-catenin transl cell count 5 µM	Insulin prom up	Insulin prom up cell count	M17LAP inhibition	Dynein transport	Dynein transport cytoplasmic EGFP	Dynein transport nuclear GR-EGFP	Dynein transport cell count
Cc1c(NC(=O)C(C)OC(=O)c2ccc(Cl)nc2)c(=O)n(-c2ccccc2)n1C (stereo not given)	7%	i	6	i	3.6	2.0	2.3	-18%	-3.2	564	-0.23	1314	-1%	-0.092	-0.24	0.62	0.29
CCn1cc(C(=O)O)c(=O)c2cc(F)c(N3CCN(C(=S)Nc4ccc(OC)cc4)CC3)cc21	14%	.	.	i	.	.	.	7%	0.9	1319	0.8	1106	5%	-0.82	0.11	0.02	1.1
COC(=O)CC1c2ccccc2S(=O)(=O)N1Cc1ccccc1 (stereo not given)	8%	.	.	i	.	.	.	4%	-0.3	1124	-0.25	1003	4%	-0.5	-0.81	-0.17	0.53
Cc1sc2nc(COC(=O)C(NC(=O)c3ccc(Cl)cc3Cl)C(C)C)[nH]c(=O)c2c1C (stereo not given)	5%	i	4	i	2.6	3.1	5.4	-11%	-5.1	544	0.06	1327	12%	-0.39	0.73	-0.03	-0.25
CCC(C)C(=O)N1c2ccccc2C(=C2SC(C(=O)OC)=C(C(=O)OC)S2)C(=S)C1(C)C (stereo not given)	-7%	i	8	i	1.8	1.5	9.2	-21%	-2.1	1133	-0.32	1646	1%	-1.1	-0.19	-0.2	0.79
COc1ccc(C(=O)NCC(=O)OCc2ccc(Br)cc2)cc1	5%	i	5	i	4.4	4.1	11	-14%	0.2	928	.	.	-12%	-0.58	-0.25	0.53	0.19
CC(C)Nc1nc(Oc2ccc(=O)n(-c3ccccc3)n2)nc(N(C)C)n1	19%	.	.	i	.	.	.	6%	-1.0	1347	0.39	923	4%	2	-0.19	1.3	-0.73
Cn1c(Oc2ccc(Cl)cc2)c(C=O)c2ccccc21	48%	i	4	i	1.4	1.2	7.2	23%	-1.9	1434	-0.21	1685	3%	-0.44	-0.19	-0.3	0.71
COC(=O)Cc1nc2ccccc2[nH]1	-3%	i	-2	i	4.0	2.0	12	-25%	-8.5	1046	0.25	1260	7%	0.41	0.051	0.27	-0.43
COc1cc(C2CC(=O)Nc3ccccc3S2)cc(OC)c1OC (stereo not given)	9%	i	11	i	4.8	2.7	6.6	-18%	.	.	-0.41	1124	-12%	0.23	-0.15	0.54	-0.27
CO/N=C\Cc1oc(=O)c(NC(=O)c2ccccc2)cc1C(=O)OC	-2%	i	7	i	0.7	1.2	11	-13%	.	.	0.32	903	2%	-0.41	-0.051	-0.36	0.71
Cc1c(C(=O)N2CCCC(C)C2)sc2ncnc(N3CCCCC3C)c12 (stereo not given)	4%	i	-27	i	2.9	1.2	3.7	22%	0.4	1172	0.69	1297	-2%	-0.71	-0.23	-0.18	0.84
COc1ccc(C(=O)Cn2c(=O)c(CCC(=O)O)nn3c4ccccc4nc23)cc1OC	10%	i	16	i	4.7	2.0	11	-13%	-1.2	1085	-0.91	1963	-1%	-0.78	-0.39	-0.61	0.76
O=S(=O)(c1cccc(Cl)c1Cl)N1CCCCC1	-13%	i	-2	i	3.7	1.8	5.4	-39%	0.9	1107	-0.14	1303	-4%	-0.17	-0.25	-0.2	1
COc1ccc([N+](=O)[O-])cc1NCc1cccc([N+](=O)[O-])c1	-38%	i	1	i	1.6	2.2	5.0	-24%	-1.3	1135	-0.71	1178	-16%	0.48	-0.27	0.4	0.26
COc1ccc(Nc2nc(C)cc(C)c2C(N)=O)cc1	2%	i	-3	i	2.4	1.0	3.5	-8%	.	.	-0.69	991	-19%	-1	0.89	-0.32	0.16
Cc1ccnc2nc(C(=O)NC3CCCc4ccccc43)nn12 (stereo not given)	15%	i	24	i	3.9	1.1	9.3	-16%	0.4	1083	2.2	1194	-2%	-0.76	-0.34	-0.62	0.01
O=C(c1ccco1)N1CCN(Cc2nnnn2CCc2ccccc2)CC1	15%	i	14	i	3.6	1.5	2.0	12%	-2.9	735	-0.53	1315	9%	1.9	-0.21	1.1	-0.83
O=C(Nc1nccs1)C1CCCN1S(=O)(=O)c1ccc(F)cc1 (stereo not given)	11%	i	-4	i	2.4	1.9	5.5	11%	.	.	0.87	1364	1%	-0.41	0.23	-0.22	0.16
CC(C)(C)NC(=O)/C=C/c1ccc(C(F)(F)F)cc1	13%	i	-8	i	4.5	2.0	6.4	-1%	0.9	480	-3.1	576	4%	-0.0048	-0.23	0.95	0.065

Two neighbouring entries out of the list so far:
SMILES	HEK293 NOD2/NF-kB	Autophagy HCS	Autophagy HCS cell loss 18 h	Yfh1-off respiration	MT stabilize HCS	MT stabilize HCS Hoechst-high %	MT stabilize HCS cytotoxicity %	NOD1 inhibition	b-catenin transl	b-catenin transl cell count 5 µM	Insulin prom up	Insulin prom up cell count	M17LAP inhibition	Dynein transport	Dynein transport cytoplasmic EGFP	Dynein transport nuclear GR-EGFP	Dynein transport cell count
COc1ccc(C(=O)Cn2c(=O)c(CCC(=O)O)nn3c4ccccc4nc23)cc1OC	10%	i	16	i	4.7	2.0	11	-13%	-1.2	1085	-0.91	1963	-1%	-0.78	-0.39	-0.61	0.76
O=S(=O)(c1cccc(Cl)c1Cl)N1CCCCC1	-13%	i	-2	i	3.7	1.8	5.4	-39%	0.9	1107	-0.14	1303	-4%	-0.17	-0.25	-0.2	1

Next section:
SMILES	HEK293 NOD2/NF-kB	Autophagy HCS	Autophagy HCS cell loss 18 h	Yfh1-off respiration	MT stabilize HCS	MT stabilize HCS Hoechst-high %	MT stabilize HCS cytotoxicity %	NOD1 inhibition	b-catenin transl	b-catenin transl cell count 5 µM	Insulin prom up	Insulin prom up cell count	M17LAP inhibition	Dynein transport	Dynein transport cytoplasmic EGFP	Dynein transport nuclear GR-EGFP	Dynein transport cell count
C=CCOc1ccc(CN(C)CC(=O)N(CC(C)C)c2c(N)n(CC(C)C)c(=O)[nH]c2=O)cc1	6%	i	-1	i	2.2	1.6	0.5	-8%	-0.5	1046	0.22	1714	11%	-0.0045	-0.099	-0.0011	0.63
CN1CCN(NC(=O)c2cc(S(=O)(=O)N3CCOCC3)c(Cl)cc2Cl)CC1	7%	i	-4	i	3.0	2.5	6.5	-27%	-0.8	1172	-0.18	1325	-3%	-0.47	-0.23	0.039	0.24
Cc1ccc(N=C2CSC(=O)N2)cc1	0%	i	21	i	0.9	2.5	8.2	-11%	-0.2	932	.	.	5%	-0.61	-0.17	-0.44	0.011
CCOc1cc(C2Nc3ccccc3C(=O)N2c2ccccc2OC)ccc1O (stereo not given)	3%	i	-1	i	1.8	1.4	3.7	11%	-2.1	1188	0.38	913	-28%	-1.1	-0.15	-0.32	0.91
O=C(O)CC/C(=N/NC(=O)CNC(=O)Cc1ccccc1)c1ccccc1	7%	.	.	i	.	.	.	3%	-0.4	1351	1.6	1014	-21%	-0.34	-0.22	-0.28	0.32
O=c1oc2ccc(Br)cc2cc1-c1nc2ccccc2o1	10%	i	5	i	6.4	3.4	9.1	-1%	-1.3	914	0.15	1535	-3%	2	-0.15	1.2	-1.8
COCCn1nnnc1SCC(=O)c1ccc(F)cc1	-18%	i	-2	i	2.1	2.4	5.5	-42%	0.0	1194	.	.	2%	-0.8	-0.24	-0.47	0.87
O=C(Nc1ccc(N2CCN(C(=O)c3ccccc3)CC2)c(Cl)c1)c1cccnc1	28%	i	-11	i	2.3	1.3	9.6	52%	3.5	1032	-1.3	690	16%	1	0.35	0.7	-0.89
CN(C)S(=O)(=O)c1cc(NC(=O)COC(=O)/C=C/c2ccco2)ccc1Cl	7%	.	.	i	.	.	.	0%	-1.7	1377	-0.86	1034	.	-0.72	-0.8	-0.61	0.1
CC(C)(C)N1CCC1CN (stereo not given)	20%	.	.	i	.	.	.	2%	-1.4	1312	.	.	0%	0.92	-0.22	0.88	-1.2
CSCCC(NS(=O)(=O)c1ccc2c(c1)oc(=O)n2C)C(=O)NC1CCC(C)CC1 (stereo not given)	-7%	i	-9	i	2.6	1.8	1.2	-4%	-0.6	1083	0.94	1448	-3%	-0.9	-0.074	-0.085	0.4
C=CCn1c(SC(C)C(N)=O)nc2sc(CC)cc2c1=O (stereo not given)	-24%	i	7	i	2.5	2.4	4.3	-38%	0.4	1100	0.11	1639	9%	3.8	-0.08	1.6	-2.1
CCOCCCNC(=O)C(NC(=O)c1cnccn1)c1ccc(C)cc1 (stereo not given)	11%	i	-6	i	1.2	0.9	13	-2%	-1.2	1195	-0.5	931	-3%	-0.78	0.27	-0.31	0.74
COc1ccc(Cn2c(C)c(C)c(C#N)c2NC(=O)Nc2cccc(C)c2)cc1	1%	i	13	i	2.4	1.8	8.5	-17%	0.2	775	-0.7	1251	6%	-0.65	-0.15	0.5	0.51
COc1ccc(C(=O)NC(=S)N2CCOCC2)cc1OC	13%	i	-12	i	2.5	2.1	10	-45%	-0.8	1024	0.58	1460	13%	0.088	-0.29	0.092	0.64
CC(=O)NC1C(OCc2ccccc2)OC2COC(C)(C)OC2C1O (stereo not given)	2%	i	-2	i	1.9	2.4	8.8	-22%	-0.2	1449	-0.05	1483	20%	2	-0.033	1	-0.48
COc1cccc(CNC(=O)c2cc3c(C)nc4ccccc4c3o2)c1	33%	i	7	i	2.3	5.3	12	24%	2.4	1084	-1	897	11%	2.7	-0.014	1.5	-1.3
COc1ccc(-c2csc(NC(=S)NC(=O)c3cccs3)n2)cc1OC	4%	i	-8	i	0.2	5.5	6.6	-28%	5.9	1121	-1.2	998	-4%	-0.26	-0.54	0.34	0.22
COc1ccc(-c2cc(-c3ccccc3)nc(SCC(=O)Nc3ncc(C)s3)c2C#N)cc1	6%	i	-2	i	3.2	2.8	11	11%	1.2	926	-0.63	1025	-1%	0.6	-0.12	0.38	-1.4
